Bioassay records deposited in PubChem by NCI.
NCI-60 one-dose screen, 48 h, at 10 µM unless noted. Numbers give growth in % (100 = growth as untreated, 0 = no growth, -100 = all killed).
SK-MEL-28 = SK-MEL-28 melanoma; AID 1794761; actives 4.1% (n = 81,000)
MDA-MB-435 = MDA-MB-435 melanoma | AID 1794794 | actives 7.8% (n = 82,000)
SK-MEL-2 = SK-MEL-2 melanoma | actives 4.7% (n = 77,000) | AID 1794763
SK-MEL-5 = SK-MEL-5 melanoma. actives 6.4% (n = 80,000)
UACC-62 = UACC-62 melanoma. actives 5.4% (n = 81,000). AID 1794756
UACC-257 = UACC-257 melanoma. actives 4.4% (n = 78,000)
MALME-3M = MALME-3M melanoma. actives 5.8% (n = 78,000)
LOX IMVI = LOX IMVI melanoma; AID 1794757; actives 7.4% (n = 79,000)
* marks the source's active call; other numbers are inactive results; / = no result given; & = joins results of further samples. Rule for the calls: active = growth percent below 10; inactive = the rest. An unsorted share of the library; any-hit rate near 13%.

no.	molecule	SK-MEL-28	MDA-MB-435	SK-MEL-2	SK-MEL-5	UACC-62	UACC-257	MALME-3M	LOX IMVI
1	COc1cc2c(cc1OC)C(=O)C(Br)CC2 (configuration not stated)	68	20	82	53	33	57	3.7*	-0.5*
2	C=CC[N+]1(CC)CCN=C1CCCCCCCCCCCCCCCCC (configuration not stated)	-76*	-85*	-74*	-100*	-86*	-91*	-46*	-96*
3	CCCCn1cnc2c(SCCc3ccccc3)nc(N)nc21	102	107	125	99	91	98	124	102
4	O=S(=O)(O)c1cccc(/C(=N\Nc2ccccn2)c2ccccn2)c1	103	96	103	104	103	105	98	110
5	NN=C1c2ccccc2-c2ccccc21	109&111	103&104	96&110	102&97	90&98	104&100	99	98&113
6	CCCCCCCCCCCCCCCCCCNC(=S)N/N=C/c1ccc([N+](=O)[O-])cc1	100	101	103	100	89	94	87	97
7	CCn1c2c(=O)c(=Nc3ccc(OC)cc3)sc=2sc2ssc(=O)c21	112	110	85	/	102	99	108	94
8	CCN(CC)CC(=O)N1CCOCC1	111	101	123	102	109	117	110	98
9	CCCC(=O)Oc1ccc(C(C)(C)C)cc1Br	107	105	/	102	99	99	100	101
10	CCOC(=O)c1c(NC(=O)c2cccc(C(F)(F)F)c2)sc2cc(O)ccc12	108	104	100	/	98	108	92	/
11	O=C(O)C1(NO)CCCCC1	112	102	116	116	102	120	97	102
12	Nc1c2c(c(O)c3c1=C(CO)C=N3)=NCCS2=O (configuration not stated)	-17*	-83*	-51*	-100*	-56*	/	-98*	-93*
13	CC1(C)OC2C(COC(=O)c3ccc([N+](=O)[O-])cc3)OC(NC(=O)N(CCCl)N=O)C2O1 (configuration not stated)	115	108	122	104	91	115	108	74
14	COC1=CC(c2ccc[nH]2)=N/C1=C\c1[nH]c(C)c(C)c1CCC(=O)OCc1ccccc1	-33*	-39*	-29*	-89*	-55*	-49*	-65*	-63*
15	O=C(/C=C/c1cc(Br)cs1)CC(=O)/C=C/c1cc(Br)cs1	109	101	/	110	110	102	97	100
16	COc1cc(/C=C2\C(=O)Nc3cc(Cl)ccc32)ccc1OCc1ccccc1	106	104	105	101	94	110	96	84
17	CCCNC(=O)c1ccccc1C(=O)NC1(C(=O)NCCC)CCCC1	135	101	/	102	96	94	86	99
18	O=C1c2cc(Cl)ccc2Oc2cc([N+](=O)[O-])ccc2N1c1ccc(I)cc1F	121	103	102	/	87	100	98	92
19	O=C(N=c1oc2ccccc2cc1-c1cc2ccccc2[nH]1)Nc1ccc(Cl)cc1	100	104	113	100	83	108	99	94
20	CCNC(=O)N1CCc2c(Br)c3c(c(OC)c2C1Cc1ccc(OC)cc1)OCO3 (configuration not stated)	56	-9.6*	15	29	21	65	34	33

Structures from the list above that have an aryl methoxy group (4):
no.	molecule	SK-MEL-28	MDA-MB-435	SK-MEL-2	SK-MEL-5	UACC-62	UACC-257	MALME-3M	LOX IMVI
1	COc1cc2c(cc1OC)C(=O)C(Br)CC2 (configuration not stated)	68	20	82	53	33	57	3.7*	-0.5*
7	CCn1c2c(=O)c(=Nc3ccc(OC)cc3)sc=2sc2ssc(=O)c21	112	110	85	/	102	99	108	94
16	COc1cc(/C=C2\C(=O)Nc3cc(Cl)ccc32)ccc1OCc1ccccc1	106	104	105	101	94	110	96	84
20	CCNC(=O)N1CCc2c(Br)c3c(c(OC)c2C1Cc1ccc(OC)cc1)OCO3 (configuration not stated)	56	-9.6*	15	29	21	65	34	33

The results go on.
no.	molecule	SK-MEL-28	MDA-MB-435	SK-MEL-2	SK-MEL-5	UACC-62	UACC-257	MALME-3M	LOX IMVI
21	CC1=CC2OC34COC3CC(OC(=O)C(F)(F)F)C4(C)C2(C)CC1 (configuration not stated)	101	101	104	97	101	103	109	97
22	OC(c1ccccc1)c1n[nH]c(=S)n1-c1ccc(F)cc1 (configuration not stated)	107	96	87	105	96	105	103	95
23	COc1ccc(OC)c(-c2c(C#N)c(N)nc3c2c(N)nn3-c2ccccc2)c1	109	105	109	99	94	106	104	/
24	CCCCCCc1cc2cc(-c3nc4ccccc4[nH]3)c(=Nc3ccccc3C)oc2cc1O	-10*	/	47	42	55	4.4*	-29*	25
25	C=CCCC(C)(C(=O)OCC)C(=O)OCC	106	112	92	109	114	104	/	99
26	C[C@]12CC[C@@H]3c4ccc(OS(=O)(=O)O)cc4CC[C@H]3[C@@H]1CC[C@@H]2NS(=O)(=O)c1ccc(-c2ccccc2)cc1	96	69	/	67	79	77	61	/
27	NC(=O)OCCn1cc(-c2nc(-c3c[nH]c4ncccc34)cs2)c2ccccc21	62	-33*	2.4*	18	33	61	62	30
28	Cc1cc(/C=C\c2ccc3ccccc3[n+]2C)c(O)c2ncccc12	26	6.2*	36	6.2*	-27*	16	-4.7*	-27*
29	COc1nc(N(CCO)c2ccccc2)nc(N(CCO)c2ccccc2)n1	102	101	102	100	95	105	104	99
30	O=c1c2ccccc2[nH]n1CCCN1CCCCC1	116	109	108	101	109	100	112	106
31	Cc1nc(/N=C(N)/N=C(\N)c2ccccc2)sc1C	89	53	95	91	58	106	81	79
32	CCOC(=O)c1nc(Oc2ccc(NC(=O)Nc3ccc(Cl)c(C(F)(F)F)c3)cc2)c2ccccc2n1	105	98	126	101	93	101	98	99
33	CCOc1cc2c(cc1OCC)C(c1cc(OC)c(O)c(OC)c1)NCC2 (configuration not stated)	102	105	111	101	96	96	98	100
34	Cc1ccc(-c2cc(C(=O)N=Nc3c(O)[nH]c4ccc(F)cc34)c3ccccc3n2)cc1	15	61	107	59	60	69	48	1.9*
35	N#CCc1nc(Cl)cc(Cl)n1	103	99	109	109	100	103	117	103
36	CC(Oc1ccc(Cl)cc1)c1ccccc1 (configuration not stated)	106	101	112	100	98	99	80	98
37	COc1ccc(Nc2nc(NS(=O)(=O)c3ccc(C)cc3)nc(-c3ccc(Cl)cc3)c2C#N)cc1	102	103	110	/	91	137	96	96
38	N#CCCC(Cl)(Cl)Cl	104	107	109	105	109	97	96	97
39	CCCCC1(CC)COC(CCC)OC1 (configuration not stated)	115	118	104	103	97	101	/	97
40	CC(=O)Nc1ccc(S(=O)(=O)NC2(c3ccccc3)C(=O)N(C)C(=O)N(C)C2=O)cc1	108	/	101	108	95	108	97	100
41	Cc1c[nH]c(=O)n(C)c1=O	106	111	111	106	101	112	120	100
42	COc1ccccc1/C=C1\SC(=S)NC1=O	100&110	101&112	109&102	107&100	99&91	105&112	104&131	77&91
43	CN(C)C(=O)Nc1ccc(Cl)c(Cl)c1	118	95	/	112	94	123	105	98
44	COC(=O)C1(C2CCc3cc(OC)ccc3C2=O)NC(=S)NC(=O)C1C#N (configuration not stated)	119	111	111	92	103	117	107	98
45	Cc1ccc(-c2nc(N3CCCNCC3)c3oc(-c4ccc(C)cc4)nc3n2)cc1	90	71	105	88	92	101	106	-79*
46	N#Cc1c(Nc2ccccc2)n[nH]c1-c1ccc(F)cc1	96	84	114	87	74	84	73	93
47	CC(=O)Nc1ccc(Cl)cc1C(=O)c1ccc[nH]1	97	106	116	105	111	104	90	99
48	CN1CCN(C(=O)[C@@]2(C)CC[C@]3(C)CC[C@]4(C)C(=CC[C@@H]5[C@@]6(C)CC[C@H](OC(=O)c7cccnc7)C(C)(C)[C@@H]6CC[C@]54C)[C@@H]3C2)CC1	77	45	101	64	82	59	60	-26*
49	c1cc(-c2nnc(Nc3ccc4c(c3)OCCO4)o2)[nH]n1	101	102	118	99	99	/	87	107
50	Cc1oc2ccc(O)c(CN3CCCCCC3)c2c1C(=O)Nc1ccc(C(F)(F)F)cc1	77	58	78	70	67	82	50	39
51	NC(=O)SCC(=O)Nc1cccc(O)c1	111	107	98	100	97	105	/	100
52	COc1cc2nc(N3CCCC3)nc(NCCc3c[nH]c4ccccc34)c2cc1OC	93	104	108	100	97	101	/	98
53	CCOC(=O)N1CCN(c2ccc(C)cc2)CC1	102	107	108	103	110	99	121	110
54	CC(=O)Nc1cccc(OCC(=O)O)c1	108	103	112	96	98	92	110	95
55	CSCCC(NCCC(=O)O)C(=O)O (configuration not stated)	108	105	/	93	112	103	/	111
56	CC(C)(C)Nc1c(-c2cccs2)nc2ccccn12	107	105	97	108	94	99	106	98
57	O=c1nc(SCc2cc(F)cc(C(F)(F)F)c2)nc(SCc2ccc3sccc3c2)[nH]1	95	100	106	93	70	104	100	77
58	CCN1C(=O)N(CC)C2C1NN=c1s/c(=C3\C(=O)N(C(C)C)c4ccccc43)c(=O)n12 (configuration not stated)	57	-12*	24	2.8*	17	57	65	21
59	COC(=O)[C@]12CC[C@@H](C)[C@H](C)[C@@H]1C1=CC[C@@H]3[C@@]4(C)C[C@@H](O)[C@H](O)[C@@]5(C)COC(=C45)C[C@@]3(C)[C@]1(C)CC2	100	63	100	74	77	/	107	94
60	CCCCSc1nc(N/N=C/c2cc(Cl)ccc2O)c(C#N)c(-c2ccc(Cl)cc2)n1	89	92	40	38	64	59	93	86

Reformatted with values under each structure: entries from further up
Values in the order – SK-MEL-28	MDA-MB-435	SK-MEL-2	SK-MEL-5	UACC-62	UACC-257	MALME-3M	LOX IMVI
49	c1cc(-c2nnc(Nc3ccc4c(c3)OCCO4)o2)[nH]n1
→ 101	102	118	99	99	/	87	107
50	Cc1oc2ccc(O)c(CN3CCCCCC3)c2c1C(=O)Nc1ccc(C(F)(F)F)cc1
→ 77	58	78	70	67	82	50	39
51	NC(=O)SCC(=O)Nc1cccc(O)c1
→ 111	107	98	100	97	105	/	100
52	COc1cc2nc(N3CCCC3)nc(NCCc3c[nH]c4ccccc34)c2cc1OC
→ 93	104	108	100	97	101	/	98
53	CCOC(=O)N1CCN(c2ccc(C)cc2)CC1
→ 102	107	108	103	110	99	121	110

New compounds follow:
no.	molecule	SK-MEL-28	MDA-MB-435	SK-MEL-2	SK-MEL-5	UACC-62	UACC-257	MALME-3M	LOX IMVI
61	O=C1Nc2cc(Cl)ccc2/C1=C\c1ccc(OCc2ccccc2)cc1	103	99	111	97	96	116	115	93
62	O=c1c2ccccc2nc(CN2CCCCC2)n1/N=C/c1ccc([N+](=O)[O-])cc1	113	104	112	100	96	104	108	97
63	COc1ccc(N2CCN(CCC3=C(C)NC4SC(c5ccc(Cl)cc5)=NN4C3=O)CC2)cc1 (configuration not stated)	108	105	114	103	90	107	103	91
64	Cc1ccc(N2CCN(C(=S)Cc3cccc4ccccc34)CC2)cc1	116	105	96	101	103	112	92	101
65	Fc1ccc(-c2cc(-c3nnc(/C=C/c4ccc5c(c4)OCO5)o3)[nH]n2)cc1F	96	50	107	99	99	105	116	90
66	O=C(c1ccc(Cl)cc1)c1ccc(OCCCN2CCN(c3ccncc3)CC2)cc1	15	41	70	-48*	-64*	42	-54*	10
67	CN(C)CCOc1ccc(C(=C(c2ccccc2)C2CCCC2)c2ccc(OCCN(C)C)cc2)cc1	99	94	104	92	102	98	90	79
68	c1ccc(Sc2ccncc2)cc1	98	112	122	109	103	108	106	93
69	O=C(O)c1c[nH]c2c(Cl)cccc2c1=O	107	105	92	95	86	97	99	94
70	CCOC(=O)NC(Cc1ccccc1)c1ccccc1 (configuration not stated)	115	114	99	104	97	108	110	95
71	COc1ccc(NC(=O)NS(=O)(=O)c2ccc(N3N=C(c4cc5ccccc5oc4=O)CC3c3ccc(OC)c(OC)c3)cc2)cc1 (configuration not stated)	101	102	/	98	89	96	81	96
72	CCCCCCCCCCOC(=O)c1cccnc1	106	103	99	107	104	92	82	88
73	C#C[C@]1(CO)O[C@@H](n2cnc3c(N)nc(OC)nc32)C[C@@H]1O	109	105	96	105	94	/	101	99
74	COc1ccc(/C=C2\N=C(c3ccccc3)N(c3cc(OC)c(OC)cc3C(=O)N3N=C(C)CC3=O)C2=O)cc1	95	93	91	77	65	128	126	/
